Source: PubChem
15-hLO inh = 15-hLO (ALOX15) enzyme inhibition; P16050; purified 15hLO-1, xylenol orange hydroperoxide absorbance; Potency, µM (doses to about 57.1 µM), without a hit: at the highest dose activity change, negative = inhibition, usual class: inhibitors; hit rate 1.4% among 74,000; AID 887; note: potency is the fitted concentration of half-maximal effect; % is set by controls: 0 for no effect and ±100 for the full control effect; nearly all actives have a fitted effect of over 55% in size
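Purified human 15hLO-1 (40 nM final) in 25 mM Hepes pH 7.5, 0.01% Triton X-100 was preincubated with compound 15 min at room temperature, then reacted 6 min with 50 uM arachidonic acid; hydroperoxide detected by Fe-XO, 573/405 nm absorbance ratio.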
ERK AVP inh = vasopressin-driven ERK pathway inhibition | hit rate 0.99% among 72,000 | Potency, µM (highest dose often 57.5 µM), for the others: at the highest dose activity, negative = inhibition, actives largely listed as inhibitors | HEK293-V1b, vasopressin-stimulated pERK AlphaScreen; note: potency is the fitted concentration of half-maximal effect; % is set by controls: 0 for no effect and ±100 for the full control effect; nearly all actives have a fitted effect of over 55% in size
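Phosphorylated ERK1/2 detected via AlphaScreen bead proximity in lysates of V1b-expressing HEK293 cells given 25 nM vasopressin for 5 min after 30 min compound exposure (37 °C). AC50 from Hill equation; basal DMSO 0%, vasopressin 100%.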
Luciferase inh = firefly luciferase inhibition. AID 411. P08659. Potency, µM (top dose mostly 57.1 µM), without a hit: at the highest dose activity change, negative = inhibition, most hits filed as inhibitors. hit rate 2.2% among 72,000. purified firefly luciferase, luminescence, 8 min; note: potency is the fitted concentration of half-maximal effect; % is set by controls: 0 for no effect and ±100 for the full control effect; nearly all actives have a fitted effect of over 40% in size
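Titration-based qHTS; buffer 50 mM imidazole pH 7.2, 50 mM KCl, 7 mM MgCl2, 10 uM ATP, 0.01% Tween 20, 0.05% BSA; luciferase/luciferin detector mix added after compound; 8 min, ambient; luminescence.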
Tau fil binding = binds recombinant human tau filaments; P10636; recombinant tau filaments, thioflavin S fluorescence, 15 h; filaments grown with octadecylsulfate alongside compound; Potency, µM (top dose mostly 57.1 µM), for the others: top-dose activity change, negative = inhibition; hit rate 2% among 71,000; AID 596;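 note: potency is the fitted concentration of half-maximal effect; % is set by controls: 0 for no effect and ±100 for the full control effect; actives lower thioflavin S fluorescence by blocking filaments or displacing dye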
Target sequence (P10636 whole entry, looked up): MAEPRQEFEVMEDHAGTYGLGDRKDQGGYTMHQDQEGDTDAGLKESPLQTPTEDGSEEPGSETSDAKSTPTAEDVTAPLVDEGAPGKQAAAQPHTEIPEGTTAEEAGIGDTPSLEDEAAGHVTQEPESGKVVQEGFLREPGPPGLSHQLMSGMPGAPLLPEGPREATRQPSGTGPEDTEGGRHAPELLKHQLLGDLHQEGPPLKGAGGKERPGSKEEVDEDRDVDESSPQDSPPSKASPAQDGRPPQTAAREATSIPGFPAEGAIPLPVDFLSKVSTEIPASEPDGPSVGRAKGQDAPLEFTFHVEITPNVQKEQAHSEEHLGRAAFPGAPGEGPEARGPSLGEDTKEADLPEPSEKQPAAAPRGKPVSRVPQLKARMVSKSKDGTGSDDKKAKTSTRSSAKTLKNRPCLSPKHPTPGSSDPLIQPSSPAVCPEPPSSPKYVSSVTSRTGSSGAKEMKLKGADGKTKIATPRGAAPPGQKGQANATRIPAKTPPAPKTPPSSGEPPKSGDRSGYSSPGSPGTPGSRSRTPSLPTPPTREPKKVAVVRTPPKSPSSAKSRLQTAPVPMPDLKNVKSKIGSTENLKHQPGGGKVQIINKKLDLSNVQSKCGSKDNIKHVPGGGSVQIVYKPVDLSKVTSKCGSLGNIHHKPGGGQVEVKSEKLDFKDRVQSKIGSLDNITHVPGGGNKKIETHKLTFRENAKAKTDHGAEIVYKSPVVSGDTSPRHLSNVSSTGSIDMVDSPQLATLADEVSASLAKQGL
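ThS-based fibril read: tau 1 uM final, inducer ODS 30 uM final, 37 C for 15 h, ex 450/em 510 nm.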
CRE Fsk mod = CRE-bla signaling modulation under forskolin stimulation; CHO CRE-bla reporter (cAMP response element driving beta-lactamase), forskolin EC10, beta-lactamase ratio; Potency, µM (top dose mostly 38.2 µM), without a hit: top-dose activity change, negative = inhibition, most hits filed as activators; hit rate 2.5% among 71,000; active = well fitted activation curve with a large enough effect in the signal ratio, with a control signal flat, not every such curve was filed as active; inconclusive = small, poorly fitted or top-dose-only effect, or effect the other way, or a change in a side signal; the % refers to the signal ratio; note: potency is the fitted concentration of half-maximal effect; % of control where 0% means no effect
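Modulation of forskolin signalling: compounds in titration series added with EC10 NKH 477 to CHO cells carrying a CRE-driven beta-lactamase reporter, 3 h, 37C. CCF4 FRET ratio (460/530 nm, ex 405 nm) gives %activity and AC50.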
GFP derepression = derepresses silenced GFP locus in mouse C127i cells | AID 597 | hit rate 0.09% among 68,000 | mouse C127i GFP locus derepression, cytometry, 30 h | Potency, µM (titrated, usually from 46.1 µM), for inactives: at the top dose GFP derepression (activation); note: % of control where 0% means no effect
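Locus derepression in mouse mammary C127i cells whose integrated CMV-GFP reporter is normally silent; GFP expression after 30 h compound treatment was quantified by counting fluorescent cells.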
UbGFP stabilizer = inhibits proteasome, raising ubiquitin-GFP reporter fluorescence | Ubiquitin-GFP reporter cells, proteasome inhibition, GFP fluorescence; response scale: untreated = 0%, 10 µM MG-132 = 100% | AID 526 | Potency, µM (top dose mostly 45.9 µM), for inactives: at the top dose activation (GFP accumulation), hits mostly activators | 67,000 tested, under 10 active; active = well fitted activation curve with a large enough effect, not every such curve was filed as active; inconclusive = small, poorly fitted or top-dose-only effect, or another doubt; inactive = no such curve, though single readings can be large or run the other way; note: potency is the fitted concentration of half-maximal effect
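U2OS cells expressing ubiquitin(G76V)-GFP, seeded overnight in 0.5% FBS medium, then treated 4 hr at 37 C across 46 uM to 2.9 nM. GFP-positive cells counted by laser cytometry (488 ex/515 em); %activity scaled between basal and 10 uM MG-132.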
HADH2 inh = inhibitors of human HADH2 dehydrogenase | AID 886 | recombinant HADH2, NADH fluorescence, beta-hydroxybutyryl-CoA | Potency, µM (doses to about 57.1 µM), without a hit: at the top dose activity change, negative = inhibition, usual class: inhibitors | hit rate 3.4% among 73,000; note: potency is the fitted concentration of half-maximal effect; % is set by controls: 0 for no effect and ±100 for the full control effect; nearly all actives have a fitted effect of over 60% in size; many of its hits are not listed in these tables
Target sequence (Q99714 whole entry, looked up, one chain of several): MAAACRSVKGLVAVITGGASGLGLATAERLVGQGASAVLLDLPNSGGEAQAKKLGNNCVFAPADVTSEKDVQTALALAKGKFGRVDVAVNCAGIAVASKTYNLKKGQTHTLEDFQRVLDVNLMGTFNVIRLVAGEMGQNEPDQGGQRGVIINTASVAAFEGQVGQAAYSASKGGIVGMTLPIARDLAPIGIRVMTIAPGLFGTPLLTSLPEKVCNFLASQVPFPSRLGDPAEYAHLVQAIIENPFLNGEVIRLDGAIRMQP
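E. coli-expressed His-tagged HADH2 tested at 20 nM in alkaline Tris buffer (pH 9.0); oxidation of 90 uM beta-hydroxybutyryl-CoA with 1 mM NAD+ tracked fluorimetrically for 4 min.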
Hsp90 Hop PPI = changes Hsp90-Hop TPR2A binding signal, up or down | Potency, µM (titrated, usually from 57 µM), inactives show at the highest dose activity change, negative = inhibition | AlphaScreen TPR2A-His6 binding biotin-Hsp90 C-terminal peptide | AID 595 | hit rate 0.44% among 71,000; active = well fitted curve in either direction with a large enough effect; inconclusive = small, poorly fitted or top-dose-only effect, or another doubt; note: potency is the fitted concentration of half-maximal effect; % is set by controls: 0 for no effect and ±100 for the full control effect; many of its hits are not listed in these tables
DNA Pol III inh = inhibitors of bacterial DNA polymerase III holoenzyme | reconstituted DNA polymerase III holoenzyme replication, biochemical | hit rate 0.25% among 71,000 | Potency, µM (titrated, usually from 57.1 µM), for the others: at the top dose activity change, negative = inhibition; note: potency is the fitted concentration of half-maximal effect; % is set by controls: 0 for no effect and ±100 for the full control effect
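Reconstituted *E. coli* holoenzyme (0.35 nM Pol III, 1 nM beta, 154 nM SSB, 2 nM primase) was preincubated with compound for 15 min at RT. Synthesis on 1.4 nM ssM13Gori ran 35 min, then was stopped with PicoGreen/EDTA and read as dsDNA fluorescence.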
HBB splice mod = hemoglobin beta splicing modulation; HBB splicing reporter cell assay, activation; EGFP reporter with mutant IVS2-654 intron; response scale: normalised to 500 nM splice-correcting PNA; Potency, µM (top dose mostly 46.1 µM), inactives show at the top dose activation, hits mostly activators; hit rate 0.06% among 65,000; AID 925; note: potency is the fitted concentration of half-maximal effect; 0% is about no effect
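Compounds were applied for 2 days to HeLa EGFP-654 cells, 500/well in Optimem with 2% FCS. The reporter's EGFP is disrupted by mis-splicing of beta-globin intron IVS2-654. Readout: summed well GFP fluorescence from 488 nm laser scanning; reference was 500 nM antisense […] 654 PNA.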
An asterisk follows results filed as active; ? = inconclusive; nt = not tested or not shown; [ ] = another dose, or the depositor's remark. Unless noted, calls come from the whole dose curve; as a rule, active = well fitted curve in the direction sought with a large enough effect; inconclusive = small, poorly fitted or top-dose-only effect, or another doubt; inactive = no such curve, though single readings can be large; an effect the other way counts as inactive or inconclusive. These rows are one share of the data; the hit share may differ from the screen's.

SMILES	15-hLO inh	ERK AVP inh	Luciferase inh	Tau fil binding	CRE Fsk mod	GFP derepression	UbGFP stabilizer	HADH2 inh	Hsp90 Hop PPI	DNA Pol III inh	HBB splice mod
CC1CCN(S(=O)(=O)c2ccc3c(c2)c(=O)c(C(=O)NC2CCCC2)cn3C)CC1	-4%	-2%	-6%	4%	?	-2%	18%	1%	-1%	-2%	5.6%[1.84 µM]
O=c1oc2ccccc2c(O)c1CN1CCCCC1	-3%	?	0%	-1%	?	-1%	8%	1%	4%	-5%	nt
Cn1c(C(=O)NCC2CCCO2)cc2c(=O)n(C)c3ccccc3c21 (centres undefined)	-29%	-16%	0%	6%	?	nt	-3%	12%	-3%[2.3 µM]	-6%	-0.2%
CCOC(=O)C1CCCN(C(=O)c2c(-c3ccccc3Cl)noc2C)C1 (centres undefined)	11%	-13%	2%	2%	-1%	0%	4%	9%	-4%	4%	-1.8%
COc1cccc(C(=O)NC2=NCCS2)c1	5%	-3%	16µM*	2%	-4%	6%	1%	-1%	-3%	-4%	-0.2%[57.5 µM]
CC(C)OC(=O)Nc1ccc(Oc2c(F)c(F)c(F)c(F)c2F)cc1	9%	24%	0%	324%	36%	-3%	-7%	4%	-1%	-4%	5.0%
Cc1noc(C)c1CSc1nnc2cc(C)c3ccccc3n12	4%	3%	1%	-7%	3%	-2%	-4%	2%	-1%	-2%	0.3%[57.5 µM]
Cc1ccc(S(=O)(=O)Cc2ccc(C(=O)N3CCCC3)o2)cc1	8%	-10%	2%	-1%	-3%	nt	4%	10%	-1%[2.3 µM]	-2%	-2.4%
CCOC(=O)c1ccc(CNC(=O)c2n[nH]c(=O)c3ccccc23)o1	4%	-25%	-1%	-3%	?	-2%	0%	7%	-4%	0%	-1.5%
CCOC(=O)C(C)(C)[C@H](O)C(C)C	-4%[11.4 µM]	21%[11.5 µM]	3%[11.4 µM]	4%[11.4 µM]	-2%[7.6 µM]	2%[9.22 µM]	-2%[9.17 µM]	-1%[11.4 µM]	3%[11 µM]	-8%[11.4 µM]	-1.9%[9.22 µM]
COc1ccccc1C(=O)Nc1c2c(nn1-c1cccc(C)c1C)CS(=O)C2 (centres undefined)	13%	28%	1%	15%	?	2%	4%	-4%	-5%	-3%	-0.2%
O=c1nc2c(-c3ccccc3F)n[nH]n2c2ccccc12	0%	16%	-10%	11%	?	1%	-6%	28%	-2%	-3%	-1.3%
CCOC(=O)CCc1c(C)c2ccc(OC(C)C(=O)OCC)c(C)c2oc1=O (centres undefined)	-3%	-24%	-4%	23%	-5%	2%	6%	25µM*	9%	1%	1.0%
O=C(CSC1=NCCS1)NC1CCCCC1	0%	-6%	0%	-5%	-18%	0%	1%	6%	-3%	-2%	-0.7%
Cc1[nH]c(=O)[nH]c(=O)c1CSc1nnc([C@@H](NC(=O)OC(C)(C)C)C(C)C)o1	-3%	-7%	-4%	-15%	-3%	2%	-9%	-2%	-4%	-7%	1.4%[0.369 µM]
CN(C)c1ccc(P(=O)(OCc2ccccc2)C(O)c2ccncc2)cc1 (centres undefined)	-9%	11%	2%	-1%	-2%	-2%	0%	1%	-1%	8%	-0.4%[57.5 µM]
O=S1(=O)N=C(Oc2ccccc2)c2ccccc21	-14%	-17%	0%	8%	1%	?	-1%	3%	1%	4%	4.1%
CCCCCOC(=O)C1C2C=CC3(CN(c4ccccc4C)C(=O)C13)O2 (centres undefined)	13%	24%	1%	-1%	-4%	1%	-3%	0%	-4%	-8%	0.0%
NNC(=O)CCSc1ccccc1	8%[11.4 µM]	-9%[11.5 µM]	0%[11.4 µM]	4%[11.4 µM]	0%[7.6 µM]	7%[9.22 µM]	1%[9.17 µM]	6%[11.4 µM]	-3%[11 µM]	-3%[11.4 µM]	1.8%[9.22 µM]
Cn1cc(/C=N/n2cnc3sc4c(c3c2=O)CCCC4)c2ccccc21	6%	-7%	1%	15%	-10%	2%	4%	-12%	-2%	-6%	2.7%[0.369 µM]
CC(=O)CCc1ccc(OCCCCn2cncn2)cc1	2%	-1%	1%	-6%	2%	3%	0%	-4%	-4%	-3%	8.9%
NC(N)=NCCCC(=O)O	2%[11.4 µM]	-7%[11.5 µM]	0%[11.4 µM]	11%[11.4 µM]	0%[7.6 µM]	2%[9.22 µM]	-4%[9.17 µM]	2%[11.4 µM]	-6%[11 µM]	-9%[11.4 µM]	0.6%[9.22 µM]
COC(=O)N1CCC2(CCCN(c3ccc(-c4ccccc4)cc3)C2)CC1	?	-27%	-1%[11.4 µM]	-19%	1%	0%[9.22 µM]	1%	13%	-15%	-5%	-0.2%
O=C(Nc1cnccn1)c1ccncc1	-3%	-24%	-2%	-3%	?	0%	-3%	8%	1%	-5%	-1.9%
CCN1CCN(C(c2cccs2)C(C)NC(=O)c2ccccc2F)CC1 (centres undefined)	8%	2%	1%	-13%	14%	-3%	nt	3%	-6%	1%	7.5%[0.369 µM]

One compound at a time, as listed above. Values in the order: 15-hLO inh, ERK AVP inh, Luciferase inh, Tau fil binding, CRE Fsk mod, GFP derepression, UbGFP stabilizer, HADH2 inh, Hsp90 Hop PPI, DNA Pol III inh, HBB splice mod
CCOC(=O)CCc1c(C)c2ccc(OC(C)C(=O)OCC)c(C)c2oc1=O (centres undefined) is listed with -3%, -24%, -4%, 23%, -5%, 2%, 6%, 25µM*, 9%, 1%, 1.0%
NNC(=O)CCSc1ccccc1 is listed with 8%[11.4 µM], -9%[11.5 µM], 0%[11.4 µM], 4%[11.4 µM], 0%[7.6 µM], 7%[9.22 µM], 1%[9.17 µM], 6%[11.4 µM], -3%[11 µM], -3%[11.4 µM], 1.8%[9.22 µM]

Additional structures follow.
SMILES	15-hLO inh	ERK AVP inh	Luciferase inh	Tau fil binding	CRE Fsk mod	GFP derepression	UbGFP stabilizer	HADH2 inh	Hsp90 Hop PPI	DNA Pol III inh	HBB splice mod
Clc1cccc(-c2nc3nc4ccccc4nc3n2Cc2ccco2)c1	-22%	-15%	-4%	16µM*	?	-2%	-1%	?	6%	-1%	-3.1%[57.5 µM]
CC(=O)c1cccc(NC(=O)COc2ccc(S(=O)(=O)N3CCCCC3)cc2)c1	-2%	-4%	-2%	?	-4%	0%	-2%	9%	-3%	-2%	-1.1%
CSc1ccccc1-n1nnnc1SCc1ccccc1	?	91%[activator]	-6%	5%	12%	3%	-2%	-12%	21%	1%	1.3%
Cc1csc(/C(C#N)=N/O)n1	10%	-3%	5%	-4%	1%	2%	-1%	?	-6%	-3%	-0.7%
CCOC(=O)C1=C(C)NC(=O)N[C@@H]1c1coc2cc(C)cc(C)c2c1=O	1%[11.4 µM]	-5%[11.5 µM]	2%[11.4 µM]	14%[11.4 µM]	?	4%[9.22 µM]	-1%[9.17 µM]	0%[11.4 µM]	-3%[11 µM]	0%[11.4 µM]	0.7%[9.22 µM]
COc1ccc(C2C(C#N)=C(N)Oc3n[nH]c(-c4ccccn4)c32)c(OC)c1OC (centres undefined)	34%[activator]	?	1%	3%	?	-1%	6%	3%	?	-3%	-1.4%
CCCc1cc(=O)oc2cc(C)cc(OCC(=O)O)c12	1%	1%	2%	1%	-4%	2%	-2%	25µM*	0%	-4%	-0.6%[1.84 µM]
COC(=O)[C@@H]1C[C@H]1[C@@H](NC(=O)c1cc(C)on1)c1ccccc1	nt	-17%	nt	-4%	1%	nt	nt	4%	-2%	-5%	0.3%
CCOc1ccc(C(=O)c2ccncc2)cc1	12%	5%	-2%	7%	1%	-4%	-3%	-11%	-6%	1%	-1.8%
CCSc1nnc(N2C(=O)CC(c3ccsc3)C3=C2CC(C)(C)CC3=O)s1 (centres undefined)	-2%	-9%	2%	-12%	10%	3%	15%	1%	-1%	0%	-0.6%
CCC(=O)Nc1cccc(NC(=O)CSc2nnnn2C2CCCC2)c1	-12%	-13%	-1%	-5%	-6%	0%	-2%	4%	-1%	11%	-0.1%[57.5 µM]
COc1ccc(C2(C(=O)Nc3ccc(C(=O)O)cc3)CCOCC2)cc1	-15%	-4%	-2%	8%	-4%	4%	-5%	-41%	-3%	-2%	-0.6%
